# Assay outcomes: PubChem, National Center for Advancing Translational Sciences (NCATS)
# KDM5B inhibitor – blocks human KDM5B histone demethylase activity | KDM5B demethylase, FDH-coupled NADH fluorescence (FDH is formaldehyde dehydrogenase) | Potency, µM (titrated, usually from 57.7 µM), inactives show at the top dose activity change, negative = inhibition, usual class: inhibitors | actives 2.6% (n = 220,000) | AID 1347165; active means well fitted inhibition curve with a large enough effect; inconclusive means small, poorly fitted or top-dose-only effect; inactive means no such curve, though single readings can be large or run the other way; further: 0% is about no effect; nearly all actives have a fitted effect of over 70% in size
# Target sequence (Q9UGL1 whole entry, looked up): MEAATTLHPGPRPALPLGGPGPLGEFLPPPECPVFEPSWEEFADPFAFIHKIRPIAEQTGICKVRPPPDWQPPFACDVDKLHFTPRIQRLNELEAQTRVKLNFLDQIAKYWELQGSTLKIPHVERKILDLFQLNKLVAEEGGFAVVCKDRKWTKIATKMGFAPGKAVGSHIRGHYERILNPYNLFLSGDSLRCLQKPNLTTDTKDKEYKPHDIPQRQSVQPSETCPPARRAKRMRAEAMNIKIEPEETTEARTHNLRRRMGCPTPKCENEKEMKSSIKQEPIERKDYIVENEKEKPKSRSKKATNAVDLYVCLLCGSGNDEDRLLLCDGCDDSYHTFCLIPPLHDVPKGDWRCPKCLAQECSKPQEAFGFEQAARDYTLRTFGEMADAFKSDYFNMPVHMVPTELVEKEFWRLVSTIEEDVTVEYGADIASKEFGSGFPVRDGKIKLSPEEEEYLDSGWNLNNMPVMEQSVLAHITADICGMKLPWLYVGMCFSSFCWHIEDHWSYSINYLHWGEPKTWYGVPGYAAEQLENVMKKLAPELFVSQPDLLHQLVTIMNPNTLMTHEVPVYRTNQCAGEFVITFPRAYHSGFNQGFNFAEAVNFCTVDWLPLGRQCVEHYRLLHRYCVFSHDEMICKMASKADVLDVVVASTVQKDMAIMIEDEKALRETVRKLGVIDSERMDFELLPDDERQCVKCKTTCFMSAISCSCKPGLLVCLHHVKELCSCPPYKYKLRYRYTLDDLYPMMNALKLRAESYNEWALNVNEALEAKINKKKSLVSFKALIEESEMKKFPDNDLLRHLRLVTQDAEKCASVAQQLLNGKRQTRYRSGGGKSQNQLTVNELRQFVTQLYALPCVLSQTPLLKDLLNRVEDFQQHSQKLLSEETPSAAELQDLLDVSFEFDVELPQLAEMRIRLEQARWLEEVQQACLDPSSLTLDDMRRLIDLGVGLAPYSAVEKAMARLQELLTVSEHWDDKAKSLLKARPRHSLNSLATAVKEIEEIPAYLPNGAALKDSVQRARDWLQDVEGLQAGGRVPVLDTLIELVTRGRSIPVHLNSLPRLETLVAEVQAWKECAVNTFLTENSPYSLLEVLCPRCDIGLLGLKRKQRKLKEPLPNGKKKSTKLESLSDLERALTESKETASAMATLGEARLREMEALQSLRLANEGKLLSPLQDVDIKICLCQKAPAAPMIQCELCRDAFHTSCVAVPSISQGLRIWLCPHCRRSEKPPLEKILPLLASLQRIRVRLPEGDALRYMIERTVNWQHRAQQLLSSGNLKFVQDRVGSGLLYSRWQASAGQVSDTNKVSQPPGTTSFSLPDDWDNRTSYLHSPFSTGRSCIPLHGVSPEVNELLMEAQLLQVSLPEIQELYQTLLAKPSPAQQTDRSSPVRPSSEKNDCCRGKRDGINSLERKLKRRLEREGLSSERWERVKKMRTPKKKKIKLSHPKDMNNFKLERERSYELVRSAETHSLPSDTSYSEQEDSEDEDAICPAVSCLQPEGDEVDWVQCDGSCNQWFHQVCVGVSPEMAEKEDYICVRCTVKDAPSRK
#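 Compound dilutions met 200 nM (final) KDM5BΔAP for 10 min at room temperature before substrate addition. The substrate mix held 12.5 µM H3K4me3 with cofactors 25 µM α-ketoglutarate and 50 µM Fe²⁺. NADH signal gain over 30 min defined activity.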
# * hit, by the source's call; ? = inconclusive; & = joins results of further samples; [ ] = another dose, or the depositor's remark. Potency means the concentration at half of the fitted maximal effect. These rows are one share of the data; count on the stated rates, not on these rows.
no.	smiles	KDM5B inhibitor
1	O=C(C1CCCC1)N1CC2(CCCCN2C2COC2)Cc2ccccc21 (stereo not drawn)	-4%[115 µM]
2	Cc1nn(C(C)C(=O)NCc2cccc(F)c2)c(=O)c2c1sc1ccccc12 (stereo not drawn)	?
3	CCOc1c(CNCCSc2nnnn2C)cccc1OC	3%
4	COC(=O)c1c(C)oc2ccc(N(C(=O)Oc3ccccc3)S(=O)(=O)c3ccc(C(C)(C)C)cc3)cc12	3%
5	COc1ccc(C(=O)NC2=Nc3ccccc3N=C(C)C2c2ccccc2)cc1 (stereo not drawn)	2%
6	Cc1cc(C)c(O)c(-c2n[nH]c3c2C(c2ccccc2F)N(CCO)C3=O)c1 (stereo not drawn)	-25%
7	O=C(c1cc(-c2ccc(O)cc2)on1)N1CCCC1	3%
8	N#CC1(NC(=O)CSc2cc(C(N)=O)c3ccccc3n2)CCCCCC1	-9%
9	O=C(Nc1ccccc1)[C@H]1O[C@H](CCN2CCN(c3ccc(F)cc3)CC2)CC[C@@H]1O	2%[86.2 µM]
10	Cc1ccc(NC(=O)c2nc3ccccc3n(C)c2=O)cc1C	12%
11	Cc1cc(NC(=O)c2ccccc2Cl)ccc1NC(=O)c1ccccc1	-12%[11.5 µM]
12	Cc1ccc(F)cc1NCc1ccccc1C#N	-8%
13	O=C(NCC(c1ccco1)N1CCCC1)c1cc(S(=O)(=O)N2CCOCC2)ccc1Cl (stereo not drawn)	-4%
14	O=C(OCC1CCCO1)c1ccc2c(c1)N(Cc1c(F)cccc1Cl)C(=O)c1ccccc1S2(=O)=O (stereo not drawn)	-24%
15	COc1ccc(-c2cnc(C)o2)cc1S(=O)(=O)Nc1ccc(C)c(N(C)C)c1	6%
16	Cc1ccccc1C(=O)Nc1ccc2nc(N3CCCCC3)cc(C)c2c1	?
17	CCCN(CCC)CCNC(=O)CS(=O)(=O)Cc1nc(-c2ccccc2F)oc1C	-1%
18	Cn1c(=O)c(=O)n(C)c2cc(S(=O)(=O)N3CCN(c4ccccc4)CC3)ccc21	9%
19	COC[C@H]1CCCN1C(=O)[C@@H](C)C1CC[C@@]2(C)CC[C@H](NC(=O)c3ccc(C#N)cc3)[C@@H](C)[C@@H]2[C@H]1O (stereo partly drawn)	-2%
20	COC(=O)c1cc(N2C(=O)C3C4C=CC(CC4)C3C2=O)ccc1Cl (stereo not drawn)	33%
21	CC(NC(=O)c1ccc2ccccc2n1)c1cccs1 (stereo not drawn)	-10%
22	COc1cc(C)c(-c2nc(CN3CCCC(CN)C3)c(C)o2)cc1C (stereo not drawn)	?
23	COCCn1c(=O)n([C@H]2CCCN(C(=O)NCCc3ccccc3)C2)c2ncccc21	5%
24	COCCNC(=O)C1CN(Cc2ccccc2)C(=O)N1 (stereo not drawn)	-6%[86.2 µM]
25	O=C(COc1ccc(F)cc1)N1CCC2(CC1)NCCc1c2[nH]c2ccccc12	-10%
26	O=C1N(c2ccccc2)c2ccccc2C12CCN(Cc1ccc(C(F)(F)F)cc1)C2 (stereo not drawn)	-4%[115 µM]
27	COc1ccccc1CNC(=O)c1cc2c(s1)CCN(C(=O)c1ccc(C)cc1)C2	-17%
28	Cn1c(=O)[nH]c(=O)c2c1nc(CN1CCOCC1)n2Cc1ccc(Cl)c(Cl)c1	10%
29	CC1CCc2nc(NC(=O)Cc3n[nH]c(=O)c4ccccc34)sc2C1 (stereo not drawn)	-4%
30	COc1ccc(CNC(=O)C[C@@H]2[C@H](O)CC[C@@H]3[C@]4(C)CO[C@@H](CNC(=O)C5CCCC5)O[C@@H]4CC[C@]32C)cc1	-10%

# Values by screen from the list.
# KDM5B inhibitor, nos. 12–23 → -8%, -4%, -24%, 6%, ?, -1%, 9%, -2%, 33%, -10%, ?, 5%

# The listing picks up with the 4 entries that preceded the break.
no.	smiles	KDM5B inhibitor
27	COc1ccccc1CNC(=O)c1cc2c(s1)CCN(C(=O)c1ccc(C)cc1)C2	-17%
28	Cn1c(=O)[nH]c(=O)c2c1nc(CN1CCOCC1)n2Cc1ccc(Cl)c(Cl)c1	10%
29	CC1CCc2nc(NC(=O)Cc3n[nH]c(=O)c4ccccc34)sc2C1 (stereo not drawn)	-4%
30	COc1ccc(CNC(=O)C[C@@H]2[C@H](O)CC[C@@H]3[C@]4(C)CO[C@@H](CNC(=O)C5CCCC5)O[C@@H]4CC[C@]32C)cc1	-10%
31	COc1ccc(NC(=O)Cn2c(C(=O)c3ccc(Cl)cc3)nc3ccccc32)cc1OC	14%
32	Cc1cnc(C(=O)N2CC[C@H](CO)[C@H](NC(=O)C3CC3)C2)cn1	10%
33	COC(=O)/C(C#N)=C/c1ccc(N2CCOCC2)c([N+](=O)[O-])c1	-3%
34	CCOc1ccc(C(=O)N2CCCC3(C2)NC(=O)N(Cc2cccc(Cl)c2)C3=O)cc1 (stereo not drawn)	-15%
35	CC(C)(C)CC(=O)NCCCCNC(=O)CC(C)(C)C	0%
36	O=C(CN1CCN(c2ccccn2)CC1)Nc1cccc(Cl)c1Cl	10%
37	COc1cc(C(=O)Nc2sc3c(c2C(=O)O)CCC(C)C3)cc(OC)c1OC (stereo not drawn)	18%
38	Cc1cc(=O)n(C(C)(C)C)c(=O)n1Cc1ccccc1	23%
39	O=C(CSc1nc2ccsc2c(=O)n1Cc1ccccc1Cl)NCc1ccc(Cl)cc1	-1%
40	COc1ccc(-c2nc(CN3CCN(C(=O)NCCc4ccccc4)CC3)c(C)o2)cc1	4%
41	CCOC(=O)C(Cc1c[nH]c2ccccc12)NC(=O)COc1ccc(Cl)cc1 (stereo not drawn)	?
42	Cc1cccc(C)c1-c1cc(C(=O)NC2CC2)c2cnn(C)c2n1	?
43	O=C(O)Cn1nc(-c2ccncc2)nc1C1CCOC1 (stereo not drawn)	13%
44	COc1ccc(-n2nc(C3CCCN(CC4CCCCC4)C3)[nH]c2=O)cc1 (stereo not drawn)	-7%
45	O=C(C1NCCc2[nH]cnc21)N1CCc2c(nc(CC3CC3)[nH]c2=O)C1 (stereo not drawn)	?
46	CC(NC(=O)c1cc(F)ccc1Br)C1CC2CCC1C2 (stereo not drawn)	21%
47	COc1cc(CC(=O)NCc2cccc(C(F)(F)F)c2)cc(OC)c1OC	10%
48	CC(C)CCNC(=O)C1CCC(CNc2c(N3CCCC3)c(=O)c2=O)CC1 (stereo not drawn)	20%
49	CCCCN(Cc1ccccc1)C(=O)CN(C)S(=O)(=O)c1ccc2c(c1)c(=O)n(C)c(=O)n2C	6%
50	Cc1[nH]c2ccccc2c1C(C#N)(C#N)C1C(=O)c2ccccc2C1=O	12%
51	CCc1ccccc1N1CC(c2nc3ccccc3n2CCC2CCCCC2)CC1=O (stereo not drawn)	?
52	N#Cc1nc(-c2cccc3ccccc23)oc1N1CCN(c2ccccc2)CC1	-47%
53	Cc1cc2ccccc2n1CC(=O)N1CCN(C=O)CC1	-12%
54	NC(=O)CN1CCC(NC(=O)c2ccc(Cl)cc2)CC1	9%
55	Cc1cc(N2CCN(Cc3nc(C4CC4)no3)CC2)nc(C(C)C)n1	8%
56	Cc1ccc(NC(=O)Cc2nc(CSc3nncn3-c3ccccc3)cs2)cc1	11%
57	O=C(CN1C(=O)COc2ccc(C(=O)COc3ccc(F)cc3)cc21)NCC1CCCO1 (stereo not drawn)	4%
58	Cc1ccc(NC(=O)CN2C(=O)NC(C)(C3CC3)C2=O)c([N+](=O)[O-])c1 (stereo not drawn)	16%
59	Cc1cc(C(=O)N[C@H]2CCOC[C@H]2C2CCOCC2)ccc1N1CCOCC1	10%
60	Cc1c(Cl)cccc1-c1ccc(CNCCSc2nnnn2-c2ccccc2)o1	?

# The listing continues:
no.	smiles	KDM5B inhibitor
61	COc1cc(Nc2nc(N)c(C(=O)c3cc(C)ccc3C)s2)cc(OC)c1	-11%
62	CCOC(=O)c1sc2cccc(F)c2c1COC(=O)c1cccs1	11%
63	COc1ccc(Cn2c(CCC(=O)Nc3ccc(C)c(C)c3)nc3cccnc32)cc1	-14%
64	CC(C)n1c(CNC(=O)c2ccccc2)nc2ccccc21	13%
65	CCNc1c(NC(=O)Nc2ccccc2C)c(=O)oc2ccccc12	?
66	NC(=O)C1CCN(c2cc(Cl)ccc2[N+](=O)[O-])CC1	21%
67	Cc1cc(C)n(CCC(=O)NC2CCCN(c3cc(-c4ccc(F)cc4)[nH]n3)C2)n1 (stereo not drawn)	-14%
68	Cc1ccc(NC2(c3nnnn3-c3ccc(C)cc3)CCCCC2)cc1	9%
69	Cc1cc(C)cc(NC(=O)C(c2ccccc2)N2CCN(C(=O)C3CC3)CC2)c1 (stereo not drawn)	106%[activator]
70	COc1cccc2c(C)nc(Nc3nc(-c4ccccc4)cc(=O)[nH]3)nc12	6%
71	COC(=O)c1ccc(CN2C(=O)[C@@H]3C[C@@H](O)CN3C3(CN(C4CCN(C(C)=O)CC4)C3)C2=O)cc1	-18%
72	CCC(C)C(=O)N1CCc2sccc2C1CC (stereo not drawn)	26%
73	C[C@@H](NC(=O)C1CCOCC1)c1onc(-c2cccnc2)c1C(=O)O	-13%[86.2 µM]
74	O=C(CCc1ncc(-c2ccccc2F)o1)Nc1ccc(F)c(F)c1	25%
75	CN1CC(=O)N(c2ccccc2)Cc2c(NCCO)ncnc21	-22%[86.2 µM]
76	CCCCCSc1nc2c(c(=O)[nH]c(=O)n2C)n1Cc1ccccc1Cl	-6%
77	Cn1cccc1C(=O)C(=O)N1CCN(c2cccc(Cl)c2)C(=O)C1	0%
78	CCOc1ccc(CC(=O)NC2CCN(c3cc(-c4ccc(F)cc4)[nH]n3)CC2)cc1OCC	13%
79	CCc1ccccc1NC(=O)c1cc2ccccc2oc1=O	8%
80	CNC(=O)[C@@H]1CN(Cc2cccc(OC)c2)C[C@H]1CO	-16%
81	Cc1ccc(OCC(=O)Nc2ccc3nn(-c4ccc(C)cc4)nc3c2)cc1	?
82	O=C(CCc1ncc(-c2ccccc2)o1)N1CCN(c2ccccc2F)CC1	-18%
83	Cc1ccccc1N1Cc2c(NCC3CC3)ncnc2N(C)CC1=O	?
84	Cc1oc2cc(OCCN3CCN(CCO)CC3)ccc2c(=O)c1-c1ccc(Br)cc1	?
85	O=C(N[C@H](Cc1ccccn1)C1CC(O)C1)c1cccc(-n2cnnc2)c1 (stereo partly drawn)	-10%
86	O=C(c1ccccc1)N1CCc2nc(-c3ccccc3)nc(-c3ccc(Cl)cc3)c2C1	-10%
87	Cn1nc(C2CCNC2)c2c(C(=O)NCc3cccs3)cc(C3CC3)nc21 (stereo not drawn)	?
88	Cc1c(Cl)cccc1NC(=O)c1nc2ccccc2nc1N1CCCCC1	9%
89	O=C(NCCN1CCN(c2cccc(Cl)c2)CC1)c1nnc(Cc2ccc(F)cc2)o1	-10%
90	Cc1cnc(C(=O)OCc2cccc(C(F)(F)F)c2)cn1	2%

# Fetched one by one from above:
no.	smiles	KDM5B inhibitor
85	O=C(N[C@H](Cc1ccccn1)C1CC(O)C1)c1cccc(-n2cnnc2)c1 (stereo partly drawn)	-10%
77	Cn1cccc1C(=O)C(=O)N1CCN(c2cccc(Cl)c2)C(=O)C1	0%

# Later entries
no.	smiles	KDM5B inhibitor
91	Cc1nc(-c2ccc(Cl)cc2)sc1CCNC(=O)C(=O)Nc1ccc2c(c1)OCCO2	-4%
92	Cc1c(Br)c(C(=O)NNC(=O)c2ccc(C(C)(C)C)cc2)nn1C	-2%
93	COc1ccc(OC)c(CNC(=O)c2cc(=O)[nH]c3ccc(S(=O)(=O)N4CCCCC4C)cc23)c1 (stereo not drawn)	-29%
94	COC(=O)CNC(=O)C(Cc1ccccc1)NS(=O)(=O)c1ccc2c(c1)c(=O)n(C)c(=O)n2C (stereo not drawn)	?
95	COc1ccc(CCNC(=O)c2ccc3c(c2)CCN3S(=O)(=O)c2ccc(Cl)cc2)cc1	-24%
96	CCOc1cc(C2SC(NC(C)=O)=NN2C(C)=O)ccc1OCc1ccccc1F (stereo not drawn)	-4%
97	Cc1ccc(C(=O)c2ccccc2C(=O)N(C)Cc2cccs2)cc1C	11%
98	Cc1cc(C)n(-c2nc3ccccc3nc2Nc2cc(Cl)ccc2C)n1	-11%
99	Cc1ccc(Cl)cc1N1CCN(C(=O)CN(C)c2nnc(N3CCCC3=O)s2)CC1	14%
100	Cc1ccc(C)c(N2CCN(Cc3csc(C)c3)CC2)c1	-30%
101	CCOc1ccccc1CN1CCCCCCNC(=O)[C@@H]2CCC[C@@H]21	?
102	CN(C)c1cccc(C(=O)N2CCC3(CC2)N=C(c2ccc(Br)cc2)NO3)c1	?
103	OCCc1cc(CC2(NCc3ccccc3F)COC2)no1	12%[86.2 µM]
104	CCOc1cc(CNC(=O)C(NS(=O)(=O)c2cccs2)C(C)C)cc(OCC)c1OCC (stereo not drawn)	-3%
105	CC(=O)N1CCCc2cc(S(=O)(=O)N3CCCC(C(=O)N4CCN(c5cc(C)ccc5C)CC4)C3)ccc21 (stereo not drawn)	-11%
106	COc1cccc(C2C(C#N)=C(N)Oc3nc[nH]c(=O)c32)c1 (stereo not drawn)	-1%
107	O=C(O)c1cccc(CN2CC(CNc3ccccc3)C3(C2)CN(c2ccccc2)C3)c1 (stereo not drawn)	?
108	O=C(Cn1ccn2nc(-c3ccc(F)cc3)c(CO)c2c1=O)Nc1ccccc1	?
109	O=C(O)c1cc(NCc2cccc(OCc3ccccc3)c2)ccc1N1CCOCC1	-19%&2%
110	CC1CCN(C(=O)CSc2nc3ccccc3c(=O)[nH]2)CC1	3%
111	Fc1cccc(Nc2cnc3ccc(-c4ccccc4)nn23)c1	-19%[86.2 µM]
112	COc1ccc(-c2noc([C@@H]3C[C@@H](O)CN3Cc3ncc[nH]3)n2)cc1	?
113	Cc1ccc2nc(COc3cccc(NC(=O)COc4ccccc4F)c3)cc(=O)n2c1	-21%
114	CCOc1ccc(-c2c(C)nn3c(C)c(C(=O)NCCc4ccccc4)cnc23)cc1OCC	-6%
